SARS 3CLpro inh = SARS-CoV 3CLpro protease inhibitors, primary screen, biochemical, quenched FRET; 290,000 tested, 0.14% active; inhibition, % at 6 µM; recombinant SARS-CoV 3CLpro, quenched FRET peptide cleavage; Replicase polyprotein 1ab (Severe acute respiratory syndrome coronavirus), P0C6X7; in the data active = inhibition above about 12%
PriA SSB inh = inhibitors of Klebsiella pneumoniae PriA binding to SSB C-terminal tail, primary screen, biochemical, AlphaScreen. PriA–SSB C-terminal tail interaction (Klebsiella pneumoniae). AlphaScreen SSBct-PriA binding, biotinylated peptide. inhibition, % at 33 µM. 430,000 tested, 0.6% active. AID 1272365, 2023; in the data active = inhibition mostly above about 37%, no sharp cut-off; inactive = mostly below about 20%;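 also: plate controls were negative control peptide for no effect and reference peptide for full effect; strong numbers were not always called active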
VHR inh abs = VHR1 phosphatase inhibitors, primary screen, biochemical, absorbance, uHTS | AID 1654, 2009 | inhibition, % at 13.3 µM | recombinant VHR phosphatase, pNPP absorbance | 290,000 tested, 0.52% active; in the data active = inhibition above about 50%; also: some compounds called inactive have numbers as strong as hits
Target sequence (P51452 whole entry, looked up): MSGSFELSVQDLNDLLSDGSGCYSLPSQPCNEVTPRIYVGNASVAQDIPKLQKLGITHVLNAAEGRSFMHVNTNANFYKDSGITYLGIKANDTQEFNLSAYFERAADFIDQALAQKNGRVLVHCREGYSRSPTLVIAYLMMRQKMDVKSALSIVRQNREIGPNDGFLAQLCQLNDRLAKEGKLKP
TcdB inh = TcdB glycohydrolase inhibitors, primary screen, biochemical, single point, plate reader | Toxin B (Clostridioides difficile), P18177 | TcdB glycohydrolase enzymatic assay | inhibition, % at 9.99 µM | 350,000 tested, 0.24% active; in the data active = inhibition above about 10%
CCHF vOTU inh = CCHFV vOTU protease inhibitors, primary screen, biochemical, Pep-AMC substrate, fluorescence; inhibition, % at 11.5 µM; 370,000 tested, 0.55% active; AID 651958, 2012; Crimean-Congo hemorrhagic fever virus L polyprotein viral ovarian tumor (vOTU) protease …; in the data active = inhibition above about 30%; also: 0% = vehicle wells with enzyme and 100% = no enzyme wells
BH1578 lux ind = inducers of Vibrio cholerae quorum light production without autoinducers, primary screen, BH1578 luxS cqsA deficient, single point | V. cholerae BH1578 lux reporter, luminescence, 6 h | activation, % at 18.7 µM | 350,000 tested, 0.16% active | AID 588436, 2011; in the data active = activation mostly above about 9.7%, no sharp cut-off; inconclusive = no clear call, values can overlap the other calls; inactive = mostly below about 3.7%; also: not every result past the cut was called active; inactives centre near 0; reference of the scale not given here
Y pestis TopoI = Yersinia pestis topoisomerase I inhibitors, primary screen, biochemical, cleavage product accumulation, plate reader, single point. DNA topoisomerase I (Yersinia pestis CO92). Y. pestis Topo-I cleavage product accumulation. activity, % at 10 µM. 360,000 tested, 0.064% active. AID 504884, 2011; in the data active = activity above about 50%, passing the limit was not always enough; inconclusive = no clear call, values can overlap the other calls; also: inactives centre near 2
BoNT-A LC inh2 = BoNT/A light chain protease inhibitors, primary screen, biochemical, flow cytometry, MLPCN library; Botulinum neurotoxin type A light chain protease (Clostridium botulinum A str. ATCC 3502); multiplex microsphere protease substrate cleavage; inhibition, % at 10 µM; 360,000 tested, 0.17% active; AID 588499, 2011; also: plate controls were buffer without enzyme for full effect and enzyme alone for no effect
PfHsp40 rescue = rescue of yeast from PfHsp40 toxicity, primary screen, S. cerevisiae, ATP luminescence | S. cerevisiae expressing PfHsp40, growth rescue | growth rescue, % at 12.5 µM | 340,000 tested, 0.68% active; in the data active = growth rescue above about 28%, passing the limit was not always enough; inconclusive = no clear call, values can overlap the other calls;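 also: yeast W303a lacking pdr1 and pdr3 grown in galactose medium; growth measured after three days at 30 °C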
Anthrax LF prot = Bacillus anthracis LF protease inhibitors, primary screen, biochemical, multiplex microsphere, MLPCN library | 360,000 tested, 0.12% active | inhibition, % at 10 µM | AID 588501, 2011 | Lethal factor (Bacillus anthracis), P15917 | multiplex microsphere protease cleavage assay; also: plate controls were buffer without enzyme for full effect and enzyme alone for no effect
Target sequence (P15917 whole entry, looked up): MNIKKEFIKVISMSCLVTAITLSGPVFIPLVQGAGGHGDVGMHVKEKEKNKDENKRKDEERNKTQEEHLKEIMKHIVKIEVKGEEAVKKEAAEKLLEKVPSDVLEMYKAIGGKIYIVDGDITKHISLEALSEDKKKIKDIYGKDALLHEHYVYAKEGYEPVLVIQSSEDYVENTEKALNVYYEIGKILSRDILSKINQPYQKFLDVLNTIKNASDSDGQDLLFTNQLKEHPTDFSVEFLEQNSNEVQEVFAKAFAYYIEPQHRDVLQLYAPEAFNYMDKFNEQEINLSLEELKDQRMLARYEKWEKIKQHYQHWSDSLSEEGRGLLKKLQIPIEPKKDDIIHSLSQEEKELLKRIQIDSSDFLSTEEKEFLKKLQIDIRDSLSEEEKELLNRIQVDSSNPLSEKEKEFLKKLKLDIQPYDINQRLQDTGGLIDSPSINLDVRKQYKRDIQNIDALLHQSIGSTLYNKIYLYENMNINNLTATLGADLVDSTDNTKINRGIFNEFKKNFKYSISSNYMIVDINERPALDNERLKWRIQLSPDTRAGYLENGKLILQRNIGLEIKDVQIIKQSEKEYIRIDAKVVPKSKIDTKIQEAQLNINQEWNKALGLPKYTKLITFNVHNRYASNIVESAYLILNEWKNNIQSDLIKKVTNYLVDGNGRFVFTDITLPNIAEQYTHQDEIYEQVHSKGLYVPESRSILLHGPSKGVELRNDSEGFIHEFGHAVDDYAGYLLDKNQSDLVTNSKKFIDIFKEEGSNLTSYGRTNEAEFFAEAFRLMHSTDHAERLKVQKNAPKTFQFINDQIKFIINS
* marks the source's active call; other numbers are inactive results; i = inactive; ? = inconclusive; . = not tested or not shown; & = joins results of further samples. Rule as the data show it, unless noted: active = inhibition above about 30%; inconclusive = no clear call, values can overlap the other calls; inactive = below that. Not all compounds are listed (hit frequency here may not be typical).

SMILES	SARS 3CLpro inh	PriA SSB inh	VHR inh abs	TcdB inh	CCHF vOTU inh	BH1578 lux ind	Y pestis TopoI	BoNT-A LC inh2	PfHsp40 rescue	Anthrax LF prot
CC(C)CNC(C(=O)Nc1ccc([N+](=O)[O-])cc1Br)c1ccccc1 (stereo unspecified)	5.0	29.8	17.7	.	0.6	0.0	-4.4	0.4	0.2	-0.7
O=C1/C(=C\Nc2ccc(Cl)cc2)CCN1c1ncccn1	-9.0	-3.6	38.4	.	1.9	i	-4.4	0.3	1.5	0.1
COc1cc(OC)cc(-c2c(-c3cccs3)c3cc(-c4ccc5[nH]ccc5c4)ccc3n2C)c1	.	17.7	.	0.5	2.5	-5.3	-19.9	-0.4	-0.2	-5.2
COc1ccc(/C(C)=N\NC(=O)c2ccc3c(c2)OCO3)cc1OC	5.4	.	17.7	0.6	1.2	.	.	.	.	.
COC(=O)c1cc2nc(-c3ccc(OC)cc3)cc(C(F)(F)F)n2n1	-0.6	-4.4	-2.6	.	0.1	-0.3	-5.0	-0.1	-0.1	0.6
CCC(CC)C(=O)Nc1nc(-c2ccc3c(c2)CCN3C(=O)C2CC2)c(C)s1	2.5	-11.3	34.6	.	-7.7	8.3	23.6	0.3	-1.3	-2.9
CCCCOc1ccc(/C(O)=C(\C#N)c2nc3ccccc3[nH]2)cc1	-1.4	-16.0	38.5	2.4	9.3	i	1.3	-1.2	-0.4	17.0
CC(C)NCC(O)COCCOc1ccc(C(C)(C)C)cc1 (stereo unspecified)	1.6	4.0&-13.0	-30.2	.	-13.7	-0.1	6.3	-0.1	13.4	-2.3
Cc1ccc(S(=O)(=O)Cc2ccc(C(=O)NCCCN3CCCC3=O)o2)cc1	-1.1	-4.5	26.4	.	5.5	0.6	2.5	-1.4	0.3	-1.8
CN(C(=O)NC(=O)C1=C(N2CCOCC2)/C(=C/c2ccccc2)CC1)S(C)(=O)=O	-3.9	-7.8	25.6	.	5.0	-0.4	-3.8	-1.9	20.8	-4.4
CCOC(=O)CSC1=C(C#N)C(c2ccc(Cl)cc2)C(C(=O)OC)C(=O)N1 (stereo unspecified)	-1.5	0.4	-14.9	.	-6.4	i	-0.9	-0.5	-0.3	-5.1
COc1ccccc1NC(=O)COc1ccc(CO)cc1Cl	3.0	0.1	2.6	.	5.0	-0.8	10.9	0.6	-0.6	-1.0
CCN(CC)S(=O)(=O)c1ccc(N2CCOCC2)c(NC(=O)c2ccc(=O)[nH]c2)c1	.	8.5	.	0.5	-18.5	i	-2.9	-0.6	-2.3	4.7
Cc1ccnc(NC(=O)CCCOc2ccc(Cl)cc2C)c1	0.0	.	25.9	0.9	8.7	.	.	.	.	.
CC1CCCCN1C(=O)CSc1nnc(-c2ccccc2F)o1 (stereo unspecified)	0.7	-3.9	13.0	0.6	0.5	i	7.7	-4.4	-0.4	-20.5
CC(=O)c1ccc(NC(=S)N2CCC(Cc3ccccc3)CC2)cc1	1.2	-1.8	4.3	0.7	0.2	-1.3	3.6	?	1.0	-1.2
O=C(Nc1ccc(Br)cc1)Nc1ccccc1Cl	8.0	-6.9	27.1	0.7	-8.3	-0.5	-12.6	-1.9	-0.4	1.7
Nc1nc(/C=C/c2ccc(F)cc2)nc(-c2ccccc2O)n1	-1.1	8.5	-3.9	-0.4	-12.9	-0.7	4.8	1.4	4.1	8.5
O=c1c2cc([N+](=O)[O-])ccc2sn1-c1ccccc1	.	.	.	1.5	11.6	-0.4	-2.3	11.2	.	3.0
O=C(COc1ccc(Cl)cc1)Nc1cccc(-c2ccc(N3CCOCC3)nn2)c1	.	-14.6	.	1.2	0.4	-2.8	20.2	.	8.7	.
Fc1ccccc1-c1nnc2c3ccccc3nc(N3CCOCC3)n12	-5.7	-18.4	10.5	.	-7.9	2.0	4.2	1.1	0.9	-5.9
COC(=O)C1=Nc2ccccc2/C1=C\c1c(O)n(-c2ccc(Br)cc2)c(=O)[nH]c1=O	-0.7	.	5.4	-0.1	2.0	-0.2	-1.9	-0.8	1.1	-1.5
CCCN1C2=C(C(=O)CC(C)(C)C2)C(c2ccc(F)cc2)C2=C1c1ccccc1C2=O (stereo unspecified)	-4.3	-2.2	-9.9	.	-0.2	-0.4	-5.1	-1.2	1.1	-6.0
Cc1ccc(S(=O)(=O)NCc2ccccc2)cc1C(=O)NCC(=O)Nc1c(C)cccc1C	.	.	.	1.6	-6.1	i	1.3	-0.4	.	-5.7
COc1ccc(CCN2CCCn3c2nc2c3c(=O)n(CC(N)=O)c(=O)n2C)cc1OC	-2.6	-12.2	-19.5	-1.1	1.6	i	4.2	0.4	0.5	7.2
COc1cc(C2CC(=O)c3cnc(NC(C)=O)nc3C2)cc(OC)c1OC (stereo unspecified)	1.1	-20.0	-0.2	.	3.3	i	6.8	0.3	-1.0	-5.4
CC(OC(=O)c1ccc2c(=O)n3c(nc2c1)CCC3)C(=O)NC1CCCCC1C (stereo unspecified)	4.9	-4.7	1.6	0.7	-1.5	i	-9.0	-0.9	0.7	-4.8
C/C(=N\OCC(=O)OCC(=O)NC(=O)c1ccc(OC(F)F)cc1)c1ccc2c(c1)OCO2	.	.	.	-0.4	-5.5	-0.3	13.1	2.2	1.3	-4.7
COc1cccc(N=c2oc3ccccc3cc2-c2nc3ccccc3[nH]2)c1	-1.4	-2.1	3.6	.	-3.5	-0.3	-1.1	0.9	-0.4	1.3
Cc1ccc(NCN2C(=O)C(=O)c3ccccc32)nc1	9.0	-19.5	2.6	.	10.1	-0.6	-0.7	0.2	-1.7	-5.5
C=CCc1cc(/C=C2/NC(=O)N(CC)C2=O)cc(OCC)c1OCc1ccc(C(=O)O)cc1	2.8	-7.5	-2.2	.	8.9	-0.4	-3.6	0.2	0.3	-3.3
COc1ccc(-c2nnn(CC(=O)N3CCN(c4ccccc4OC)CC3)n2)cc1OC	5.4	12.1	-11.3	0.7	-9.1	i	22.1	0.5	0.4	-5.1
COc1cc(OC)c(NC(=O)CCNS(=O)(=O)c2ccc3c(c2)CC(C)N3C(C)=O)cc1Cl (stereo unspecified)	-3.7	6.1	24.6	1.2	-3.3	i	-0.6	-0.5	-1.2	-4.4
Cc1cc(/C=C(\C#N)C(=O)NC2CC2)c(C)[nH]1	7.7	-9.2	-6.7	.	5.3	i	-0.9	0.0	-0.6	-0.2
C[n+]1c(/C=C/c2ccc(O)cc2)ccc2ccccc21	-3.3	1.0	6.1	2.2	-4.2	i	-30.3	0.7	0.8	-15.2
O=C(NCc1ccccc1)N1CCn2c(nc3ccccc32)C1	-4.5	-5.0	22.3	2.0	-3.5	-0.2	-2.5	2.2	0.7	-3.0
CCCC(=O)Nc1cc(=O)n(C)c(=O)n1C	-1.0	-20.3	-7.8	0.1	2.5	-0.3	-5.4	-0.7	-0.6	-4.4
O=C(Nc1cccc(S(=O)(=O)N2CCOCC2)c1)c1cnccn1	6.9	1.3	13.9	0.5	-5.3	i	-0.7	-0.9	0.2	-0.6
O=C(CCc1ccccn1)N1CCCC(Nc2ccc(F)cc2)C1 (stereo unspecified)	1.9	-2.0	-15.7	8.4	-8.6	i	-1.0	-0.5	0.0	0.6
O=C(NCCO)C(F)(F)C(F)(F)C(F)(F)OC(F)(C(=O)NCCO)C(F)(F)F (stereo unspecified)	1.6	-13.8	5.7	1.6	-4.1	-0.4	0.6	0.9	0.1	-3.3
Fc1ccccc1Cc1noc(CN(Cc2ccccn2)CC2CCCO2)n1 (stereo unspecified)	3.1	3.2	35.0	1.6	4.8	i	6.4	-0.1	-0.7	-5.1
C=CCn1cccc(C(=O)Nc2ccc(F)cc2)c1=O	3.4	-14.7	.	0.4	18.5	-0.8	5.8	-1.5	-0.1	4.6
CC(C)c1ccc(NS(=O)(=O)c2cn(C)c(=O)n(C)c2=O)cc1	-3.1	-8.3	-9.6	0.4	-2.8	-0.3	-8.5	-0.4	1.1	-14.6
COc1ccc(-c2cnc(OC(C)(C)C)nc2OC(C)(C)C)cc1OC	-3.3	-4.5	0.5	.	-4.5	1.6	5.6	0.4	0.4	-6.0
CCc1nnc(NC(=O)[C@@H](NC(=O)c2cccc(C)c2)C(C)C)s1	4.7	-4.4	9.1	-0.1	-6.7	0.3	-3.5	-0.1	0.4	0.4
CSc1nnnc2ccccc12	.	-10.2	.	-0.2	13.4	i	1.8	0.0	-1.1	3.6
O=C(C1CCCCC1)N1CCC(c2nc3ccccc3[nH]2)CC1	-4.8	-34.0	0.0	.	-13.5	-0.4	1.5	0.3	1.2	-3.4
O=C1C(=O)N(CCN2CCOCC2)C(c2cccc(Cl)c2)/C1=C(/O)c1ccc2c(c1)OCO2 (stereo unspecified)	4.4	.	-13.9	-1.6	-3.7	-1.6	6.1	1.5	0.2	3.9
Cc1ccc(S(=O)(=O)Nc2ccc3c(c2)nc(CN2CCCC2)n3C)cc1	-1.4	6.3	3.7	.	1.1	i	-7.9	1.1	-0.7	10.5
COc1ccc(-c2csc(Nc3ccc(S(N)(=O)=O)cc3)n2)cc1OC	-0.8	-0.4	42.9	1.8	13.4	-0.5	-24.3	0.2	2.1	-0.3
COc1ccccc1N1CCN(S(=O)(=O)c2c(C)[nH]c(=O)[nH]c2=O)CC1	6.1	1.4	-1.8	-0.7	-3.3	3.5	-2.6	0.6	1.0	3.9
Cc1cc(-c2nn3c(-c4ccccc4)nnc3s2)c2ccccc2n1	-6.2	-9.6	-0.9	.	-7.2	-2.2	6.2	1.0	4.1	0.7
CN1CCN(C(=O)C2CC(c3ccc(F)cc3)=NO2)CC1 (stereo unspecified)	-3.7	-6.6	8.2	0.7	-3.6	-0.2	8.4	-0.4	0.1	-1.0
COc1ccc(-n2cc(-c3ccccc3)c3c(=S)nc[nH]c32)cc1	-5.8	15.0&-5.5	3.9	-1.3	-1.5	i	9.2	-2.6	-1.7	-0.3

Reprinted at random: five entries already listed
SMILES	SARS 3CLpro inh	PriA SSB inh	VHR inh abs	TcdB inh	CCHF vOTU inh	BH1578 lux ind	Y pestis TopoI	BoNT-A LC inh2	PfHsp40 rescue	Anthrax LF prot
COc1ccccc1N1CCN(S(=O)(=O)c2c(C)[nH]c(=O)[nH]c2=O)CC1	6.1	1.4	-1.8	-0.7	-3.3	3.5	-2.6	0.6	1.0	3.9
COc1ccc(-c2csc(Nc3ccc(S(N)(=O)=O)cc3)n2)cc1OC	-0.8	-0.4	42.9	1.8	13.4	-0.5	-24.3	0.2	2.1	-0.3
O=C1C(=O)N(CCN2CCOCC2)C(c2cccc(Cl)c2)/C1=C(/O)c1ccc2c(c1)OCO2 (stereo unspecified)	4.4	.	-13.9	-1.6	-3.7	-1.6	6.1	1.5	0.2	3.9
Cc1ccc(S(=O)(=O)Nc2ccc3c(c2)nc(CN2CCCC2)n3C)cc1	-1.4	6.3	3.7	.	1.1	i	-7.9	1.1	-0.7	10.5
COc1ccc(-n2cc(-c3ccccc3)c3c(=S)nc[nH]c32)cc1	-5.8	15.0&-5.5	3.9	-1.3	-1.5	i	9.2	-2.6	-1.7	-0.3
